CHRM1 PAM: potentiates human M1 receptor response to acetylcholine | P11229 | CHO-K1 hM1, Fluo-8 calcium fluorescence, ACh EC20; 0% = ACh EC20, 100% = maximal ACh | activation, % at 3 µM | actives 0.088% (n = 360,000) | AID 588819; in the data active means activation above about 19%, passing the limit was not always enough
Target sequence (P11229 whole entry, looked up): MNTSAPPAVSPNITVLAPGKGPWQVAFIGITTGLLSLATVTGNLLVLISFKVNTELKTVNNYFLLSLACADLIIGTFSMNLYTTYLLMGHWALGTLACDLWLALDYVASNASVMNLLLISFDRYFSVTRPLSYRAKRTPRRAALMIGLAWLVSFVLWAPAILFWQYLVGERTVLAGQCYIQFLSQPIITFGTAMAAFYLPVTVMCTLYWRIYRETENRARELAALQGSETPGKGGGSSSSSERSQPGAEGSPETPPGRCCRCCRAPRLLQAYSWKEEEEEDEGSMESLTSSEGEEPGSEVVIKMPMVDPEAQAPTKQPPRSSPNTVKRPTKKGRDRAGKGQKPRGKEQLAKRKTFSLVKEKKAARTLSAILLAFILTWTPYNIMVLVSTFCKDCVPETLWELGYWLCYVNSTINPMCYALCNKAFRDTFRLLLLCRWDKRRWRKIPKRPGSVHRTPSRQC
M5 PAM: positive allosteric modulators of human muscarinic M5 receptor | activation, % at 3 µM | actives 0.3% (n = 360,000) | CHO-K1 hM5, Fluo-8 calcium, ACh EC20 PAM; 0% = ACh EC20, 100% = ACh EC100 | P08912;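 active means activation above the run cutoff, the mean activation of all test compounds plus 3 SD, cut at about 18% in these data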
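system = human M5 receptor in CHO-K1 cells | reagent = EC20 acetylcholine as agonist stimulus | compound dosing = single-point, 3 µM nominal | incubation = Fluo-8 loading 80 min at 37 °C plus 30 min room temperature | detection = Fluo-8 calcium dye fluorescence, kinetic read | benchmarks = low control EC20 acetylcholine (0%), high control EC100 acetylcholine (100%)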
CHRM5 agonist: agonists of human muscarinic M5 receptor (CHRM5); CHO-K1 hM5 cells, Fluo-8 calcium fluorescence; 0% DMSO wells, 100% maximal acetylcholine response; actives 0.19% (n = 360,000); activation, % at 3 µM; P08912;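 active means activation above the run's mean over test compounds plus 3 SD, cut at about 23% in these data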;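 further: signal is peak over basal fluorescence ratio across the kinetic read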
TAAR1 agonist: human TAAR1 agonism | Q96RJ0 | CHO RD-HGA16 TAAR1, Fluo-8 calcium fluorescence; vehicle wells 0%, saturating PEA agonist 100% | activation, % at 3 µM | actives 0.99% (n = 360,000) | AID 624467;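 active means activation above the mean activation of all test compounds in the run plus 3 SD, cut at about 38% in these data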
Target sequence (Q96RJ0 whole entry, looked up): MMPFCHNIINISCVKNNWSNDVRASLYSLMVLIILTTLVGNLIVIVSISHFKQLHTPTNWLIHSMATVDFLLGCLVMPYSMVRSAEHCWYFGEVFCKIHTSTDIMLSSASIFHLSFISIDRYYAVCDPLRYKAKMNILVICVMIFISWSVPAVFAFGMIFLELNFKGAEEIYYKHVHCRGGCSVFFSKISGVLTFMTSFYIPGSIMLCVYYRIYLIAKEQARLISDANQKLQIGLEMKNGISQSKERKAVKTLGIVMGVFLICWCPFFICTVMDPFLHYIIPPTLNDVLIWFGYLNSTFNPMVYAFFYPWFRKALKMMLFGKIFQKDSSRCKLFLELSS
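Test system: RD-HGA16 (CHO) cells co-expressing Gα16 and hTAAR1 / Benchmarks: DMSO vehicle as 0%, PEA at EC100 as 100% / Repeats: no replicates (n 1) / Measure: % activation from peak over basal fluorescence ratio, DMSO-to-PEA scaled / Timing: 17-24 h plating, Fluo-8 75 min 37 °C, 30 min RT / Technique: kinetic Fluo-8 calcium fluorescence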
CHRM1 antagonist: blocks human M1 muscarinic receptor. P11229. CHO-K1 hM1, Fluo-8 calcium fluorescence, ACh EC80 antagonist. inhibition, % at 3 µM. actives 1.3% (n = 360,000);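 active means percent inhibition above its own plate's cutoff, namely the mean of that plate's compound wells plus 3 SD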;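 further: peak over basal fluorescence ratio during 140 s after agonist addition; 0% = ACh EC80 plus DMSO and 100% = DMSO alone without agonist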
CHRM5 antagonist: CHRM5 antagonism in calcium assay. P08912. CHO-hM5 cells, Fluo-8 calcium fluorescence, ACh EC80. inhibition, % at 3 µM. actives 0.59% (n = 360,000). AID 624040;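 active means inhibition above a per-plate cutoff, the mean of that plate's test compounds plus 3 SD, cut at about 27% in these data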;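 further: 0% = acetylcholine EC80 with DMSO and 100% = DMSO without agonist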
CHRM4 agonist: agonists of human muscarinic M4 receptor (CHRM4); activation, % at 3 µM; CHO-K1 hM4/Gqi5, Fluo-8 calcium fluorescence; vehicle 0%, full acetylcholine response 100%; P08173; actives 0.14% (n = 360,000); AID 624127;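 active means activation above the run mean over all test wells plus 3 SD, cut at about 32% in these data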;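 further: peak over basal fluorescence ratio per well then scaled between controls; 0% = DMSO wells and 100% = acetylcholine at EC100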
M1 ag: agonists of human M1 muscarinic receptor; P11229; activation, % at 3 µM; CHO-K1 hM1, Fluo-8 calcium fluorescence, agonist mode; 0% DMSO, 100% acetylcholine EC100; actives 0.33% (n = 360,000);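 active means activation above the run's mean compound activation plus 3 SD, cut at about 16% in these data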;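 further: peak over basal fluorescence ratio within a 140 s kinetic read after compound addition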
M4 antag: blocks acetylcholine activation of human M4 receptor | P08173 | CHO-hM4 cells, ACh EC80, Fluo-8 calcium fluorescence | inhibition, % at 3 µM | actives 0.73% (n = 360,000);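 active means inhibition above its plate's cutoff, the mean inhibition of sample wells plus 3 SD, cut at about 27% in these data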;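 further: 0% = acetylcholine EC80 with DMSO and 100% = DMSO without agonist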
An asterisk follows results filed as active.

1	Cc1cccc(C)c1NC(=O)C1=C(O)c2ccccc2N(C)S1(=O)=O
2	O=C(c1ccco1)N1CCN(CC(=O)N(C2CCCCC2)C2CCS(=O)(=O)C2)CC1 (centres undefined)
3	COc1ccc(OCCN2C(=O)c3cccc(N)c3C2=O)cc1
4	O=C(O)CCn1c(CO)nc2ccccc21
5	CCOC(=O)C1CCN(c2c(NCCC(C)C)c(=O)c2=O)CC1
6	Cc1cccc(C(=O)N/N=C/C(C)Cc2ccc3c(c2)OCO3)c1 (centres undefined)

compound no.	1	2	3	4	5	6
CHRM1 PAM	6	6	-4	7	-3	-2
M5 PAM	14	11	-5	-6	0	-5
CHRM5 agonist	-13	-4	1	-1	-6	0
TAAR1 agonist	1	7	2	3	0	-1
CHRM1 antagonist	-5	-6	6	5	-12	6
CHRM5 antagonist	3	-15	0	-5	7	9
CHRM4 agonist	1	0	2	2	-1	1
M1 ag	-2	-1	-2	-6	-3	-2
M4 antag	-8	-10	-8	5	4	0

7	COc1cccc(-c2coc3cc4oc(=O)c(CCC(=O)O)c(C)c4cc23)c1
8	N#CC(=Cc1ccc(O)cc1)C(N)=C(C#N)C#N
9	C=CCC(O)c1c(-c2ccccc2)nn(C)c1Cl (centres undefined)
10	CCOc1ccccc1NC(=O)Nc1ccc(Cl)cc1
11	Cc1c(N2C(=O)CSC2c2ccco2)c(=O)n(-c2ccccc2)n1C (centres undefined)
12	Cc1cc(C)c2c(n1)sc1c(N3CCN(C)CC3)ncnc12

compound no.	7	8	9	10	11	12
CHRM1 PAM	4	8	8	-3	11	17
M5 PAM	-4	0	2	-9	2	-1
CHRM5 agonist	1	2	-4	0	-4	0
TAAR1 agonist	1	1	3	3	0	10
CHRM1 antagonist	-12	-32	-4	9	-25	-16
CHRM5 antagonist	-1	-1	-5	3	10	8
CHRM4 agonist	2	1	0	8	1	1
M1 ag	-5	-2	-12	-5	-3	-2
M4 antag	9	0	2	-6	-11	17

13	CN(C)CCCNc1ncnc2scc(-c3ccccc3)c12
14	COc1ccccc1C(=O)Nc1cccc(SC)c1
15	COC(=O)c1sc(N2CCN(Cc3ccccc3)CC2)nc1N
16	Cc1ccc(NC(=O)COC(=O)CSC(=S)N2CCOCC2)cc1
17	CC(C)(C)C(=O)COC(=O)C1=NN(c2ccccc2)C(=O)CC1
18	CC1=NN(c2nc(-c3ccccc3)cs2)C(=O)C1

compound no.	13	14	15	16	17	18
CHRM1 PAM	-24	6	11	14	13	6
M5 PAM	-25	-2	1	-1	-3	-3
CHRM5 agonist	-20	-5	-2	1	-3	-5
TAAR1 agonist	-1	7	2	1	1	3
CHRM1 antagonist	48*	-12	-7	11	-21	-4
CHRM5 antagonist	23	-1	5	4	3	-3
CHRM4 agonist	1	1	5	4	0	0
M1 ag	-7	-4	4	-3	-3	-3
M4 antag	12	-3	-8	2	-1	-1

19	CCOc1ccc(NC(=O)C2CCCN(c3c(CC)c(C)nc4ncnn34)C2)cc1 (centres undefined)
20	Cc1c(C(=O)NC(=S)Nc2cccnc2)cccc1[N+](=O)[O-]
21	CC(C)c1ccc(-c2c(NCCc3ccccc3)c(=O)c2=O)cc1
22	COc1cc(C2C(C(=O)c3ccc(C)o3)=C(O)C(=O)N2Cc2cccnc2)ccc1O (centres undefined)
23	COCCNC(=O)CNC(=S)N(CCCN1CCOCC1)Cc1cccs1
24	CC(=O)N(C(C)=O)c1c(N2CCOCC2)c2ccccc2oc1=O

compound no.	19	20	21	22	23	24
CHRM1 PAM	15	-4	21	7	17	3
M5 PAM	7	-9	-6	2	-4	-11
CHRM5 agonist	-4	-3	0	-2	1	1
TAAR1 agonist	2	0	49*	4	0	12
CHRM1 antagonist	-22	8	-18	-7	-6	-3
CHRM5 antagonist	0	19	3	0	6	12
CHRM4 agonist	-1	-1	2	0	1	0
M1 ag	-10	-2	-3	-2	-3	-2
M4 antag	-5	19	-11	17	2	1

25	CCN(CC)CCCNC(=O)C1CCN(C(=O)c2cc3sccc3n2Cc2ccc(F)cc2)CC1
26	COc1cc(C(CC(=O)O)n2cnnn2)ccc1OC(C)C (centres undefined)
27	Cc1ccc2oc(=O)n(CCC(=O)Nc3ccc(N4CCOCC4)cc3)c2c1
28	CC(=O)N1CCOc2ccc(S(=O)(=O)N3CCC(C(=O)NCc4ccc(Cl)cc4)CC3)cc21
29	O=C1Nc2ccccc2/C1=C\C(=O)c1ccccc1
30	COc1ccc(NC(=O)NC(C)c2ccccc2)cc1 (centres undefined)

compound no.	25	26	27	28	29	30
CHRM1 PAM	-7	0	10	15	16	8
M5 PAM	-2	12	-2	0	12	6
CHRM5 agonist	-5	-3	0	-1	7	-6
TAAR1 agonist	2	8	8	1	12	3
CHRM1 antagonist	-4	3	-15	-21	-9	-9
CHRM5 antagonist	-3	-12	-8	-1	11	-9
CHRM4 agonist	2	1	2	1	3	1
M1 ag	-11	-7	-3	-3	-2	-5
M4 antag	-2	-2	-1	-8	13	-8

31	CC(=O)c1c(C(=O)O)[nH]c(C(=O)O)c1C
32	Cc1cc(NC(=O)COC(=O)c2ccco2)no1
33	CCOC(=O)c1cc(-c2ccc(F)cc2)nc2c1c(=O)[nH]c(=O)n2Cc1ccccc1
34	Cn1c(C(=O)N2CCN(c3ncccn3)CC2)cc2c(=O)n(C)c3ccccc3c21
35	O=C(COc1ccccc1[N+](=O)[O-])N(Cc1ccco1)C1CCS(=O)(=O)C1 (centres undefined)
36	O=C(CSCCO)Nc1ccc(C23CC4CC(CC(C4)C2)C3)cc1

compound no.	31	32	33	34	35	36
CHRM1 PAM	12	13	15	-6	6	5
M5 PAM	-2	5	9	-7	1	-4
CHRM5 agonist	-1	-1	-3	3	-2	1
TAAR1 agonist	2	1	1	4	4	30
CHRM1 antagonist	-7	-19	-10	-8	-2	10
CHRM5 antagonist	-2	3	3	-3	-8	1
CHRM4 agonist	0	2	4	9	1	3
M1 ag	-7	-4	-1	-6	0	1
M4 antag	2	0	-13	4	10	4

37	COc1ccccc1Cc1nc(-c2ccc(C)cc2)no1
38	CC(C)(C)c1cc(NC(=O)Nc2ccccc2OC(F)(F)F)no1
39	Cc1cc(OC(=O)c2c(C)cc(OC(=O)c3c(C)cc(O)cc3O)cc2O)cc(O)c1C(=O)O
40	CCN(CC)CCN(Cc1cc2cc3c(cc2[nH]c1=O)OCCO3)C(=S)NCC1CCCO1 (centres undefined)
41	CCCN1CCN(C(=O)c2oc3ccccc3c2NC(=O)COc2ccc(OC)cc2)CC1
42	O=[N+]([O-])C(=C1Nc2ccccc2N1)C(Cl)=C(Cl)Cl

compound no.	37	38	39	40	41	42
CHRM1 PAM	2	-8	-11	7	3	11
M5 PAM	-3	-15	-9	6	-7	4
CHRM5 agonist	-1	-9	0	-2	0	3
TAAR1 agonist	4	-1	0	2	6	4
CHRM1 antagonist	-10	8	12	-4	-1	2
CHRM5 antagonist	1	-4	5	-4	16	9
CHRM4 agonist	0	0	-1	1	10	1
M1 ag	-3	-7	-7	-11	-3	-1
M4 antag	-6	-13	2	-10	-9	-1

43	CCN(Cc1ccccc1)C(=O)COC(=O)c1cc(Cl)nc(Cl)c1
44	COc1ccc(C(=O)N2CCCC(Nc3ccc(C)c(C)c3)C2)cc1F (centres undefined)
45	Clc1ccc2ccc3cccnc3c2n1
46	CCCCNC(=S)NNC(=O)CCn1nc(C)c(Br)c1C
47	NNC(=O)c1nnsc1-c1csnn1
48	CS(=O)(=O)n1nc(-c2ccc(Cl)cc2)nc1SCc1ccccc1

compound no.	43	44	45	46	47	48
CHRM1 PAM	3	-4	2	11	2	7
M5 PAM	-1	-6	-7	0	-6	3
CHRM5 agonist	-1	-3	-2	0	-1	-3
TAAR1 agonist	-1	2	1	5	6	9
CHRM1 antagonist	-2	20	-5	-7	-10	-7
CHRM5 antagonist	7	7	1	2	9	-5
CHRM4 agonist	-2	1	0	0	7	0
M1 ag	-4	-2	-3	-4	-3	-5
M4 antag	2	1	4	1	-1	-2

The closing 3 entries of the part above come first, to join the parts:
46	CCCCNC(=S)NNC(=O)CCn1nc(C)c(Br)c1C
47	NNC(=O)c1nnsc1-c1csnn1
48	CS(=O)(=O)n1nc(-c2ccc(Cl)cc2)nc1SCc1ccccc1
49	O=C(NCc1ccco1)/C(=C/c1cccnc1)NC(=O)c1ccco1
50	CC(C)N(Cc1nc(-c2ccccc2)no1)C(=O)CN(C)S(=O)(=O)c1ccccc1
51	CC1=C(C(=O)OCC2CCCO2)C(c2ccc(Cl)cc2)NC(=O)N1 (centres undefined)
52	Cc1ccc(-c2nn(CC(=O)NCc3ccccn3)c(=O)c3ccccc23)cc1S(=O)(=O)N(C)C
53	CC(C)Nc1nc(Oc2ccc(=O)n(-c3ccccc3)n2)nc(N(C)C)n1
54	Cc1nnc(NC(=O)c2oc3c(ccc4ccccc43)c2C)s1

compound no.	46	47	48	49	50	51	52	53	54
CHRM1 PAM	11	2	7	10	7	4	6	10	2
M5 PAM	0	-6	3	-1	3	3	0	-13	-5
CHRM5 agonist	0	-1	-3	-2	0	1	2	-2	-2
TAAR1 agonist	5	6	9	4	4	1	1	2	0
CHRM1 antagonist	-7	-10	-7	-8	-8	-4	-7	-20	-11
CHRM5 antagonist	2	9	-5	-2	3	3	-4	13	6
CHRM4 agonist	0	7	0	1	2	2	5	0	1
M1 ag	-4	-3	-5	-5	-3	-1	-13	-1	0
M4 antag	1	-1	-2	-6	-3	-1	0	3	-6

55	O=C(C1CC(c2ccc(F)cc2)=NO1)N1CCCc2ccccc21 (centres undefined)
56	CSc1ccccc1NC(=O)c1ccc(N2CC3CC(C2)c2cccc(=O)n2C3)c(NC(=O)c2cccnc2)c1 (centres undefined)
57	COc1ccc(OC)c(S(=O)(=O)N2CCc3ccccc3C2)c1
58	Cc1ccc(CN2CC(N3CCC(c4ccccc4)CC3)CS2(=O)=O)cc1 (centres undefined)
59	Nc1nnc(-c2ccccc2)c(-c2ccccc2)n1

compound no.	55	56	57	58	59
CHRM1 PAM	6	11	6	10	14
M5 PAM	-9	6	6	6	-8
CHRM5 agonist	-8	-5	-4	1	-5
TAAR1 agonist	6	7	-1	2	4
CHRM1 antagonist	-12	3	-11	-7	-8
CHRM5 antagonist	-10	0	0	-13	2
CHRM4 agonist	8	4	1	7	0
M1 ag	0	5	-6	-2	-1
M4 antag	-11	-7	-12	-5	1

Compound profiles, from the list above:
Results for O=C(C1CC(c2ccc(F)cc2)=NO1)N1CCCc2ccccc21 (centres undefined) : CHRM1 PAM = 6; M5 PAM = -9; CHRM5 agonist = -8; TAAR1 agonist = 6; CHRM1 antagonist = -12; CHRM5 antagonist = -10; CHRM4 agonist = 8; M1 ag = 0; M4 antag = -11
Results for COc1ccc(OC)c(S(=O)(=O)N2CCc3ccccc3C2)c1 : CHRM1 PAM = 6; M5 PAM = 6; CHRM5 agonist = -4; TAAR1 agonist = -1; CHRM1 antagonist = -11; CHRM5 antagonist = 0; CHRM4 agonist = 1; M1 ag = -6; M4 antag = -12

Screening data (PubChem BioAssay)

An excerpt. The share of hits here may be higher or lower than overall.
